# KDM5B inhibitor: blocks human KDM5B histone demethylase activity. KDM5B demethylase, FDH-coupled NADH fluorescence (FDH is formaldehyde dehydrogenase). AID 1347165. Potency, µM (doses to about 57.7 µM), inactives show at the highest dose activity change, negative = inhibition, hits mostly inhibitors. hit rate 2.6% among 220,000. Q9UGL1; active = well fitted inhibition curve with a large enough effect; inconclusive = small, poorly fitted or top-dose-only effect; inactive = no such curve, though single readings can be large or run the other way; note: 0% is about no effect; nearly all actives have a fitted effect of over 70% in size
# Target sequence (Q9UGL1 whole entry, looked up): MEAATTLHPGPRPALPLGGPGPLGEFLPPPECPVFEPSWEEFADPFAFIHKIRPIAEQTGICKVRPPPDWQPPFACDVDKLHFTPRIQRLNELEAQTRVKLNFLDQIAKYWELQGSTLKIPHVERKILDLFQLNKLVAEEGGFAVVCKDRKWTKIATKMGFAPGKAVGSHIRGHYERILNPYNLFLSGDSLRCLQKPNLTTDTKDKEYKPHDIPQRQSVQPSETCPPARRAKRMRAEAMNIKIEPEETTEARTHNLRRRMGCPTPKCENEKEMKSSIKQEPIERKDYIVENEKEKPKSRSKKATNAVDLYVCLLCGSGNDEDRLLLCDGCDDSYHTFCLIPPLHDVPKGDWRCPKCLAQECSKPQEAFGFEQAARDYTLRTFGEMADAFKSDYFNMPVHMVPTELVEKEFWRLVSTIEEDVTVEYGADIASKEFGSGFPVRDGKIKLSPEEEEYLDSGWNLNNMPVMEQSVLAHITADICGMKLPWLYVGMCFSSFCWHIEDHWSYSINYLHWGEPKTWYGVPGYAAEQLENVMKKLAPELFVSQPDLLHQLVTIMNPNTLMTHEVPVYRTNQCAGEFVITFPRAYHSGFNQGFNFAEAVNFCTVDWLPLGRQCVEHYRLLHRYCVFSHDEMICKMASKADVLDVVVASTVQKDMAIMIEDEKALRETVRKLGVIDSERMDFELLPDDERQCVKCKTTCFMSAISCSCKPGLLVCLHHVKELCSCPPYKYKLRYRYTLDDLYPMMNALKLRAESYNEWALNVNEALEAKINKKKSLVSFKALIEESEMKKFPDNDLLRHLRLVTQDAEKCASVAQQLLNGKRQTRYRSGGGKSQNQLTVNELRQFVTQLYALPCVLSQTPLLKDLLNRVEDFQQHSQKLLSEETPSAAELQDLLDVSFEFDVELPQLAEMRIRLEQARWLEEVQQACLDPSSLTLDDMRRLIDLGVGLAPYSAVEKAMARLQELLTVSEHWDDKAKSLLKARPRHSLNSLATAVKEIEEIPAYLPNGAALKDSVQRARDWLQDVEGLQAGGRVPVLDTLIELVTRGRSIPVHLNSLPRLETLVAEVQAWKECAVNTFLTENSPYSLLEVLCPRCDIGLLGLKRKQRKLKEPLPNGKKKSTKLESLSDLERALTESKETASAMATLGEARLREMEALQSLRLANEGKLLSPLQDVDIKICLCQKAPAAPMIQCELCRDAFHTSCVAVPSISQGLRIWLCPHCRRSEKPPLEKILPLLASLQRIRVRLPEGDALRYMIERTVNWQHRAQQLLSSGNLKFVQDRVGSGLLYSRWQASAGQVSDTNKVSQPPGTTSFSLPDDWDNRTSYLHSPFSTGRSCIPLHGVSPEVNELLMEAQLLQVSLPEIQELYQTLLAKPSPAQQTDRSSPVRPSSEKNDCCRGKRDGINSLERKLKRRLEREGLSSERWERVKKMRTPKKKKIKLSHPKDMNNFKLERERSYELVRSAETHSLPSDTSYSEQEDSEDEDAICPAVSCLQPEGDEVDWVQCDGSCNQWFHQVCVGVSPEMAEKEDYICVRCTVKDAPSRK
#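 Measured: NADH fluorescence change, 30 min, RT. System: KDM5BΔAP 200 nM final, H3K4me3 peptide, α-KG, Fe(II), ascorbate, NAD⁺ plus FDH, pH 7.5 HEPES. Compounds: titrated, 10 min pre-incubation with enzyme.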
# Active calls of the source: *; ? = inconclusive; [ ] = dose if it differs, or a comment. Potency is the fitted concentration of half-maximal effect. This is a subset. The share of hits here may be higher or lower than overall.
KDM5B inhibitor,structure
?,CCN1C(=O)Cc2ccccc2C1C(=O)NCc1ccc(C)cc1 (configuration not stated)
28.7%,COc1cccc(S(=O)(=O)N2CCCC(c3nc(-c4cnccn4)no3)CCNC(=O)CC2)c1 (configuration not stated)
17.4%,O=C(Cc1ccccc1Cl)N1CCC2(CC1)CC(O)CCO2 (configuration not stated)
-3.8%,Cc1cccc(CNC(=O)c2ccco2)c1
?,CCC(Cn1ccnc1-c1ccc(SC)cc1)N1CCN(C)CC1 (configuration not stated)
2.6%,Cc1nn(CC(=O)O)c(=O)c2nc(C(C)C)sc12
31.2%,CCN(CC(=O)N(C)C)C(=O)CCc1ncc(-c2ccccc2Cl)o1
-14.1%,COCc1nc(-c2ccc(OC3CN(Cc4cccs4)C3)cc2)no1
-24.8%,COc1ccc(N2CCN(C(=O)CSCc3ccc(C)cc3)CC2)cc1
-12.5%,CNC(=O)[C@@H]1CN(C(=O)c2ccccc2C(F)(F)F)C[C@H]1c1n[nH]c(C)n1

# Arranged by molecular weight (largest number first): some entries from above
KDM5B inhibitor,structure
-12.5%,CNC(=O)[C@@H]1CN(C(=O)c2ccccc2C(F)(F)F)C[C@H]1c1n[nH]c(C)n1
-24.8%,COc1ccc(N2CCN(C(=O)CSCc3ccc(C)cc3)CC2)cc1
31.2%,CCN(CC(=O)N(C)C)C(=O)CCc1ncc(-c2ccccc2Cl)o1
17.4%,O=C(Cc1ccccc1Cl)N1CCC2(CC1)CC(O)CCO2 (configuration not stated)

# Next section.
KDM5B inhibitor,structure
7.3%,COc1cc(NC2c3ccccc3C(=O)N2c2ccccc2C)cc(OC)c1OC (configuration not stated)
0.9%,Cc1ccc(OCC(=O)n2nc(C)c(S(=O)(=O)N3CCc4ccccc4C3)c2C)cc1
-3.0%,Cc1ccc2c(CSc3nc(N)cc(N)n3)cc(=O)oc2c1
2.5%,COc1cc(OC)c(OC)cc1CNC(=O)c1cc(Br)ccc1F
?,COc1ccc(-c2cc(C(F)(F)F)nc(SCC(=O)NC(C)c3ccccc3)n2)cc1 (configuration not stated)
?,COCCNC(=O)[C@H]1C[C@H](Oc2cccnc2)CN1C(=O)c1cccs1
-12.3%,CN1C(=O)c2cccn2CC1C(=O)NCc1cc(F)ccc1F (configuration not stated)
24.9%,O=C(c1ccccc1F)N1CCC(c2n[nH]c(=O)n2-c2ccccc2)CC1
-18.9%,COC(=O)c1cccc(-c2nc(C3CC(=O)N(c4ccc(F)c(Cl)c4)C3)no2)c1 (configuration not stated)
12.8%,CCCCCCc1c(C)c2c(cc(C)c3c(C)coc32)oc1=O

# 3 entries out of the list above, arranged by the number in KDM5B inhibitor, low to high:
KDM5B inhibitor,structure
-12.3%,CN1C(=O)c2cccn2CC1C(=O)NCc1cc(F)ccc1F (configuration not stated)
0.9%,Cc1ccc(OCC(=O)n2nc(C)c(S(=O)(=O)N3CCc4ccccc4C3)c2C)cc1
24.9%,O=C(c1ccccc1F)N1CCC(c2n[nH]c(=O)n2-c2ccccc2)CC1

# Following part:
KDM5B inhibitor,structure
-17.9%,COCCC(=O)N1CCCCCCN(C)C(=O)[C@@H]2CCC[C@@H]21
-12.0%,O=C1C=Cc2ccccc2/C1=C/N(O)c1ccccc1
-9.9%,O=C(Nc1ccc(Cl)cc1F)c1ccccc1OCC1CCCO1 (configuration not stated)
19.3%,CN1C(=O)c2cccn2CC1CNC(=O)CCc1ccccc1 (configuration not stated)
?,O=C(O)c1ccnc(-c2ccnc(NCc3noc(C4CCCC4)n3)n2)c1
-1.0%[115 µM],CN1CCC(C(=O)N2Cc3ccccc3CC3(CCCN(Cc4ccccn4)C3)C2)CC1 (configuration not stated)
-1.5%,O=C(NCc1cccnc1)c1ccccc1Nc1ccccc1
3.8%,O=C1N(Cc2cccnc2)C[C@@H]2C[C@@H](c3ccccc3C(F)(F)F)N3CCC[C@@]123
-5.6%,CC(C)(N)C(=O)N1CCCC(N2CCN(c3ccccc3)CC2)C1 (configuration not stated)
20.8%,COc1ccc(C(=O)CCl)cc1Cl

# More records
KDM5B inhibitor,structure
?,Cc1cccc(C(=O)Nc2ccc(N3CC=C(c4ccccc4C)CC3)c(C(=O)O)c2)c1
-11.5%,Cn1c(=O)c2c(ncn2CC(=O)c2ccc(C(C)(C)C)cc2)n(C)c1=O
-3.9%,Cn1cccc1C(=O)N1CCC(n2cc(-c3nc(-c4ccccc4)no3)nn2)C1 (configuration not stated)
-0.6%,Cc1ccc(OCC(=O)Nc2ccccc2C(=O)N2CCCC2)cc1
20.1%,CCc1cc(CNC(=O)c2cc(Cn3c(C)nc4ccccc43)[nH]n2)on1
11.6%,O=[N+]([O-])c1cc(N=Cc2cccnc2)cc2ccc3ccccc3c12
-19.3%,O=C(c1cc(F)cc(F)c1)N1CCC(CCc2ccc(O)cc2)CC1
15.7%,Cc1nc2ccccc2nc1SCC(=O)NCc1ccccc1
-12.0%,COCCn1c(C)cc(O)c(C(c2ccccc2)N2CCN(CCO)CC2)c1=O (configuration not stated)
-6.9%[86.2 µM],Cc1c(-c2cn(C)c(=O)n3cc(COc4ccccc4)nc23)cnn1C

# (continued)
KDM5B inhibitor,structure
-10.0%,Cc1cc(C(=O)O)oc(=O)c1
11.9%,CN(CCOc1ccc(Br)cc1)c1ccc(S(=O)(=O)N2CCOCC2)cn1
-17.8%,CN(C)C(=O)c1cccnc1OC1CCN(S(=O)(=O)c2ccc3c(c2)OCCO3)C1 (configuration not stated)
18.8%,CC(C)(C)c1ccc2c(c1)OCCOCCOCCOc1ccc(C(C)(C)C)cc1OCCOCCOCCO2
36.4%,O=C(Nc1cccnc1Cl)c1cc(-c2cccc(O)c2)on1
?,CN1CCCCCC(O)c2cc(C(=O)NCCN3CCOCC3)ccc21 (configuration not stated)
0.5%,Cc1ccc(S(=O)(=O)N2CCc3cc(C(=O)Nc4c(F)cccc4F)ccc32)cc1
28.9%,Cc1ccc(CNC(=O)OC(C)(C)C)c(/C=C/S(=O)(=O)NCc2ccc(F)cc2)c1
5.8%,Cc1cncc(C(=O)NC2CCN(c3ccc(=O)n(C)n3)CC2)c1
1.8%[86.2 µM],CC(C)[S+](=O)([O-])N1CC2(CN(Cc3ccc(Cl)cc3)C(=O)O2)C1

# Remaining list, next part:
KDM5B inhibitor,structure
-2.9%,Cc1cnc(NC(=O)/C=C/c2ccc(Br)o2)s1
?,c1ccc2c(c1)CNC1(CCN(Cc3cccc4ccccc34)CC1)CO2
-27.5%,CC(=O)NCCNC(=O)c1ccc2c(=O)n(CCc3ccccc3)c(=O)[nH]c2c1
1.6%,CC(C)C[C@@H](NC(=O)[C@@H]1C[C@@H](NS(=O)(=O)c2cccs2)CCN1C(=O)c1cccn1C)C(N)=O
-6.8%,CC(Sc1ncnc2nc[nH]c12)C(=O)NCCc1ccc(Cl)cc1 (configuration not stated)
-27.1%,COc1cccc(C(=O)NCC2CCCN(Cc3cccnc3)C2)c1OC (configuration not stated)
0.8%,COc1ccc(C(=O)N2CCC3(CC2)NC(=O)N(Cc2ccccc2Cl)C3=O)cc1
-3.7%,Cc1ccc(Cl)cc1N1CCN(S(=O)(=O)c2ccc3c(c2)CCN3C(=O)C2CCC2)CC1
69.7%[activator],CN1CCCCCCN(C(=O)NCc2ccccc2)[C@H]2CCC[C@H]2C1=O
-9.2%,CCOc1ccc(C2CC(=O)c3c([nH]c(C(=O)OCc4ccccc4)c3C)C2)cc1 (configuration not stated)

# Continuation:
KDM5B inhibitor,structure
2.1%,Cc1cccc(NC(=S)NCCc2ccc(C(F)(F)F)cc2)c1
11.3%,Cc1cccc(C)c1NC(=O)Cc1c[nH]c2ccccc12
18.8%,CCOc1cc(-c2nc(-c3ccc(-c4ccc(OC)cc4)nc3OC)no2)cc(OCC)c1OCC
-6.3%[115 µM],CN(C(=O)C1(c2ccc(Cl)cc2)CCOCC1)C1CCc2ccccc21 (configuration not stated)
-1.4%,Cc1ccccc1NC(=O)C1(N(C)C(=O)Cc2nc(N)n[nH]2)CCCCC1
11.1%[115 µM],CC(C)(C)OC(=O)N1CC(NCc2cccc(-c3cccs3)c2)C1
?,Cc1c(C)c2ccc(OCC(=O)NCCc3ccc(S(N)(=O)=O)cc3)c(C)c2oc1=O
-5.8%,COCCNC(=O)/C(C#N)=C\c1ccc(C(F)(F)F)cc1
-16.0%,Cc1cccc2sc(N3CCN(C(=O)c4ccco4)CC3)nc12
-1.6%,CCC(=O)N1CCCCCCn2c(nnc2-c2ccc(F)cc2)CC1

# Other structures:
KDM5B inhibitor,structure
7.4%,COc1cccc(NC(=O)CNC(=O)[C@@H]2Cc3ccccc3CN2C(=O)OC(C)(C)C)c1
0.9%,O=C1CCCCC(C(=O)N2CCc3ccccc3C2)N1 (configuration not stated)
-10.8%[86.2 µM],COc1ccc(NC(=O)O[C@@H]2CC[C@]3(C)C(CC[C@H]4OC(=O)C[C@H]43)[C@]2(C)CO)cc1 (some centres not stated)
-15.6%,Cc1nc(CN2C(=O)OC3(CCN(Cc4ccccc4F)CC3)C2(C)c2ccccc2)cs1 (configuration not stated)
4.6%,Cc1c(-c2ccccc2)n(-c2ccc(Cl)cc2)c2nc3c(c(=O)n(C)c(=O)n3C)n12
?,Cc1cccc(-c2cc(C(=O)NCCN3CCOCC3)c3ccccc3n2)c1
?,Cc1cc(C)cc(C(=O)NCC(c2ccc(N(C)C)cc2)N2CCCC2)c1 (configuration not stated)
9.8%,CC(NC(C)C1CC2CCC1C2)C(=O)N(C)Cc1cccc(F)c1 (configuration not stated)
28.8%,O=C(CCCc1nc2ccccc2s1)N1CCCC1c1ccc(F)cc1 (configuration not stated)
-9.4%,Fc1ccc(C2=CC(c3cccs3)n3nnnc3N2)cc1 (configuration not stated)

# (listing goes on)
KDM5B inhibitor,structure
22.4µM*,COc1ccc(C(=O)N2CCCN(c3nnc4ccc(Cl)cn34)CC2)cn1
7.8%,COc1cccc(N2CCN(C(=O)CCC[C@@H]3[C@H]4CCCN5CCC[C@@H](CN3C)[C@@H]45)CC2)c1
18.8%,C=CCOc1cccc(NC(=O)C(C)(C)C)c1
-16.0%,CCOC(=O)C1(Cc2ccc(F)cc2F)CCCN(C(=O)c2cccnc2SC)C1 (configuration not stated)
?,CCOC(=O)c1ccccc1NC(=O)N1CCCC(CN2CCc3ccccc3C2)C1 (configuration not stated)
23.2%,COC1CCN(Cc2ccc(C)cc2)CC1
?,C=CC[n+]1c(C)ccc2ccc(C)cc21
-14.5%,Cn1c(Cn2cccn2)nnc1C1CCCN(C(=O)CCn2cnnn2)C1 (configuration not stated)
16.1%,Cc1cccc2c1ccn2CCC(=O)Nc1nnc(CC(C)C)s1
40.2%,Cn1cnc(S(=O)(=O)N2CCC3(CC2)N(Cc2cccc(F)c2)C(=O)CS3=O)c1 (configuration not stated)

# Later entries:
KDM5B inhibitor,structure
-5.0%,CC(C)c1ccc(/C=N/NC(=O)CCc2ccccc2)cc1
14.9%[115 µM],FC(F)(F)c1ccc(CN2CCn3c(nnc3-c3ccc(Cl)cc3)C2)cc1
11.0%,CCS(=O)(=O)N1CCC2(CC1)CC(N1CCN(C(C)C)CC1)CCO2 (configuration not stated)
39.3%,O=C(CN1C(=O)/C(=C2\SC(=S)N(C3CCS(=O)(=O)C3)C2=O)c2ccccc21)Nc1ccc(F)cc1 (configuration not stated)
5.6%,CCOC(=O)C(C)On1c(-n2nc(C)cc2C)nc2ccccc2c1=O (configuration not stated)
11.7%,CC(C)C(NC(=O)c1ccccc1Cl)C(=O)NOCc1ccccc1 (configuration not stated)
7.5%,COc1ccc2c(c1)OCCN(c1ccc(NC(=O)c3cccc(C)c3)cc1C(=O)O)C2
?,O=C(/C=C/c1ccco1)NCCC1=CCCCC1
26.8%,O=C(CCCc1ccccc1)Nc1ccc(-c2nnc3n2CCCC3)cc1
15.7%,CCn1nc(C(=O)OC(C)C(=O)N2CCCc3ccccc32)c2ccccc2c1=O (configuration not stated)

# Later entries:
KDM5B inhibitor,structure
22.8%,CCCCNCc1cc2ccccc2o1
5.9%,O=CN1CCN(C(C(=O)O)c2c[nH]c3cc(Br)ccc23)CC1 (configuration not stated)
-23.8%,COc1ccc(Nc2cc(C(=O)NCCCN(C)Cc3ccccc3)c3ccccc3n2)cc1OC
-13.5%,O=S(=O)(Nc1nc2ccccc2nc1N1CCN(c2ncccn2)CC1)c1ccccc1
-11.6%,COCc1noc(CCNC(=O)c2cc(-c3ccccc3)on2)n1
?,COc1ccc(-c2nc(NCc3cccc(OC)c3)c3ccccc3n2)cc1
-2.5%,Cc1ccccc1-c1nnc(SCC(=O)N(C)c2ccccc2)o1
19.6%,CCc1nc(CNC(=O)C2CCC(=O)N(CCc3cccc(F)c3)C2)no1 (configuration not stated)
-12.0%,CN(C(=O)COC(=O)CSc1ccc([N+](=O)[O-])cc1)c1ccccc1
10.8%,N#CCCN(C(=O)CSc1nnnn1-c1ccccc1)c1ccc(F)cc1

# Continued:
KDM5B inhibitor,structure
-25.3%,O=C(CN1CC2CC(C1)[C@H]1CCCC(=O)N1C2)NCc1ccc(N2CCOCC2)cc1 (some centres not stated)
-0.3%,COc1ccc(CNC(=O)c2cc(-c3ccc(Cl)cc3)n[nH]2)cc1
-17.2%,Cc1cc(C)c(C(=O)N2CCCC(CNS(=O)(=O)c3cccs3)C2)o1 (configuration not stated)
-1.8%,O=C(O)CCCNC(=O)Cn1ccc2c(Br)cccc21
17.0%,COC(=O)Cc1ccc(NC(=O)c2ccc3c(c2)C(=O)N(CC2CCCO2)C3=O)cc1 (configuration not stated)
?,COc1ncccc1-c1cnc2[nH]cc(CC(=O)Nc3ccccc3C)c2c1
-6.7%,CC(C)CCNC(=O)N1CCCC(c2noc(COc3ccccc3F)n2)C1 (configuration not stated)
-3.9%,COc1cccc(C(=O)Oc2ccc(C)cc2C(=O)/C=C/c2ccc(F)cc2)c1

# Assay outcomes (PubChem BioAssay)
